High-throughput results: PubChem BioAssay, The Scripps Research Institute Molecular Screening Center
M5 antag = blocks acetylcholine activation of human M5 receptor; actives 0.59% (n = 360,000); P08912; CHO-hM5 cells, Fluo-8 calcium fluorescence, ACh EC80; inhibition, % at 3 µM;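 active = inhibition above a per-plate cutoff, the mean of that plate's test compounds plus 3 SD, cut at about 27% in these data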;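 also: 0% = acetylcholine EC80 with DMSO and 100% = DMSO without agonist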
Target sequence (P08912 whole entry, looked up): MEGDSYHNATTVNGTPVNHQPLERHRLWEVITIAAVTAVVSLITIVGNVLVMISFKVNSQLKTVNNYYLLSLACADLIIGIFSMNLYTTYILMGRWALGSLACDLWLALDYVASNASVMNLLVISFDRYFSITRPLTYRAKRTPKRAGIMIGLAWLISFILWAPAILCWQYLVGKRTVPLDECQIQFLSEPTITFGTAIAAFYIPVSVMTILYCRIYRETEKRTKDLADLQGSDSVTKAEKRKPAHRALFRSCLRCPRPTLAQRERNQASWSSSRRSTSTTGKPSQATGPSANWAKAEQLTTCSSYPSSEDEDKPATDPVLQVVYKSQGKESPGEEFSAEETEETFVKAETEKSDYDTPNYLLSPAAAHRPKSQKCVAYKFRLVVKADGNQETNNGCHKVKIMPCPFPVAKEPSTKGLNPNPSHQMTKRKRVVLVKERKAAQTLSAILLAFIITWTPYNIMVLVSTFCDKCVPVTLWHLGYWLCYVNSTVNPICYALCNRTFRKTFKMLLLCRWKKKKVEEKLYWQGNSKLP
M4 antag = antagonists of human muscarinic M4 receptor (CHRM4); P08173; CHO-hM4 cells, ACh EC80, Fluo-8 calcium fluorescence; inhibition, % at 3 µM; actives 0.73% (n = 360,000);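 active = inhibition above its plate's cutoff, the mean inhibition of sample wells plus 3 SD, cut at about 27% in these data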;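 also: 0% = acetylcholine EC80 with DMSO and 100% = DMSO without agonist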
Target sequence (P08173 whole entry, looked up): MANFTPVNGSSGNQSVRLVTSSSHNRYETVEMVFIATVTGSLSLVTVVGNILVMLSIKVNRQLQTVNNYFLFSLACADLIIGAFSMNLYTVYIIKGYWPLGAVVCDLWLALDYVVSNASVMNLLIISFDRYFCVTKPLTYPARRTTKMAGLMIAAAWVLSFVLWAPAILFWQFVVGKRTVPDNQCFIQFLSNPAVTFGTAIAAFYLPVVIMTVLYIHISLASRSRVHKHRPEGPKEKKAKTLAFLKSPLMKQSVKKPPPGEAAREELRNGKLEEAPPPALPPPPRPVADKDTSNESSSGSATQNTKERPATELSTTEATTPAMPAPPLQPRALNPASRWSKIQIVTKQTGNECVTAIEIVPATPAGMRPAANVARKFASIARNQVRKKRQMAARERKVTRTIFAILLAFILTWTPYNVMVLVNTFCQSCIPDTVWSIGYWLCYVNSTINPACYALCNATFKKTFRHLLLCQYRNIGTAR
CHO-K1 Ca antag = counter-screen for M1 antagonists: effect in parental CHO-K1 cells; ATP-induced calcium, Fluo-8 fluorescence; inhibition, % at 3 µM; actives 0.6% (n = 360,000); AID 602250;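 active = inhibition above a per-plate cutoff, the plate's mean sample inhibition plus 3 SD, cut at about 24% in these data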;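 also: 0% = DMSO plus EC80 ATP and 100% = DMSO alone without ATP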
M1 PAM parental = M1 PAM counterscreen hit in parental CHO-K1 cells; actives 0.02% (n = 360,000); activation, % at 3 µM; ATP EC20, Fluo-8 calcium fluorescence; 0% at ATP EC20, 100% at ATP max;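 active = activation above the run cutoff, the mean activation of all test compounds plus 3 SD, cut at about 40% in these data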;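 also: peak over basal fluorescence ratio in a 140 s read after ATP addition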
CHRM5 PAM = CHRM5 positive allosteric modulation. activation, % at 3 µM. actives 0.3% (n = 360,000). CHO-K1 hM5, Fluo-8 calcium, ACh EC20 PAM; 0% = ACh EC20, 100% = ACh EC100. P08912;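 active = activation above the run cutoff, the mean activation of all test compounds plus 3 SD, cut at about 18% in these data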
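Probe or stimulus: acetylcholine, EC20 level; Assay system: human M5 receptor in CHO-K1 cells; Schedule: compound preincubation 140 s before EC20 acetylcholine addition; Technique: intracellular calcium via Fluo-8 fluorescence; Dosing: single-point, 3 µM nominal; Read-out basis: percent activation from peak-over-basal fluorescence ratio, scaled EC20-to-EC100 acetylcholine; Repeats: one well per compound, no replicates.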
CHO-K1 Ca ag = counter-screen for M1 agonists: effect in parental CHO-K1 cells; AID 602248; actives 0.48% (n = 360,000); Fluo-8 calcium fluorescence; scaled to maximal ATP response, vehicle zero; activation, % at 3 µM; in the data active = activation above about 15%;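 also: untransfected CHO-K1 host cells lacking M1 receptor as counterscreen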
M4 PAM = positive allosteric modulators of human muscarinic M4 receptor; CHO-K1 hM4/Gqi5, Fluo-8 calcium fluorescence, ACh EC20; 0% = ACh EC20, 100% = maximal ACh; P08173; activation, % at 3 µM; actives 0.4% (n = 360,000);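 active = activation above its plate's cutoff, the mean activation of sample wells plus 3 SD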; also: some results filed as inactive read as strong as hits
CHRM5 agonist = agonists of human muscarinic M5 receptor (CHRM5); P08912; CHO-K1 hM5 cells, Fluo-8 calcium fluorescence; 0% DMSO wells, 100% maximal acetylcholine response; activation, % at 3 µM; actives 0.19% (n = 360,000); AID 624037;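 active = activation above the run's mean over test compounds plus 3 SD, cut at about 23% in these data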;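 also: signal is peak over basal fluorescence ratio across the kinetic read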
M4 ag = agonists of human muscarinic M4 receptor (CHRM4) | P08173 | CHO-K1 hM4/Gqi5, Fluo-8 calcium fluorescence; vehicle 0%, full acetylcholine response 100% | activation, % at 3 µM | actives 0.14% (n = 360,000);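 active = activation above the run mean over all test wells plus 3 SD, cut at about 32% in these data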;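 also: peak over basal fluorescence ratio per well then scaled between controls; 0% = DMSO wells and 100% = acetylcholine at EC100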
* marks the source's active call; other numbers are inactive results.

smiles,M4 ag,CHRM5 agonist,CHRM5 PAM,M5 antag,M1 PAM parental,M4 PAM,CHO-K1 Ca ag,M4 antag,CHO-K1 Ca antag
O=C(NCc1cccnc1)C(=O)NCC(c1ccco1)N1CCN(c2ccccc2F)CC1 (stereo unspecified),4,2,-6,6,14,3,13,-9,6
CCOC(=O)C1C(=O)N(O)CC1c1cccc(Oc2ccccc2)c1 (stereo unspecified),0,-1,2,1,1,3,0.3,-10,-4
Cc1cc(NCC(C)C)n2ncnc2n1,0,1,3,-3,17,0,0.5,2,-12
C(#Cc1ccccc1)C[N+]1(CC#Cc2cccc3ccccc23)CCCC1,1,-10,-20,29*,26,-14,0.9,5,-1
COc1ccc(S(=O)(=O)Nc2ccc3c(c2)OCO3)cc1,1,-1,-1,3,18,7,2.6,6,-3
CC(=O)Nc1ccc(/C=C2/Sc3ccccc3C2=O)cc1,0,0,6,-1,11,9,1.0,0,-10
O=C(O)Cn1cc(C(=O)c2ccco2)c2ccccc21,0,-9,9,11,11,9,0.4,-2,-16
COc1ccc(-c2nc(CSCC(=O)NCCC3=CCCCC3)c(C)o2)cc1OC,1,-2,-11,11,4,5,0.4,-5,-20
Cc1cc(C)c2c(=O)[nH]n(C3CC(C)N(C)CC3C)c2n1 (stereo unspecified),0,-2,5,-7,-6,1,-0.3,10,7
CS(=O)(=O)c1ccc(C(=O)OCC(=O)N2CCCc3ccccc32)cc1,1,4,1,7,8,0,1.6,-6,0
CN(Cc1ccccc1N1CCCC1)C(=O)c1cc2ccccc2o1,3,-4,-8,16,13,-6,-1.2,4,-11
Cn1cccc1-c1nc2ccc([N+](=O)[O-])cc2[nH]1,3,0,-3,8,-20,-4,4.1,6,5
CC1CCCN(S(=O)(=O)c2ccc(N(C(=O)c3cnccn3)C(C(=O)NC3CCCCC3)c3cccs3)cc2)C1 (stereo unspecified),3,0,-2,-4,20,-2,1.9,2,-12
O=C(c1ccc([N+](=O)[O-])cc1)N1CCN(c2ncc(Br)cn2)CC1,6,-2,-2,3,2,1,3.4,4,-5
COC(=O)N/N=C\c1c(C)nn(-c2ccccc2)c1Cl,0,-3,-1,-1,20,5,0.8,6,-9
COc1ccc(NC(=O)CSc2cn[nH]n2)cc1OC,0,-1,-2,5,-22,-2,0.3,-6,-8
CC1CCCCC12NC(=O)N(CC(=O)N1CCN(C(=O)c3cccs3)CC1)C2=O (stereo unspecified),-1,3,0,-1,-2,-1,0.0,-2,-7
CC(NC(=O)C1CCC1)c1ccc(Br)cc1 (stereo unspecified),0,0,-3,-2,15,1,1.0,5,-8
CCc1ccc2[nH]c(=O)c(CN(Cc3ccccc3)C(=O)Nc3ccccc3OC)cc2c1,2,0,1,-9,13,9,-0.1,2,-14
COc1ccccc1NC(=O)c1ccc(S(=O)(=O)N2CCC(C)CC2)cc1,3,-2,2,-13,0,-5,0.4,-9,-13

Overlap with the part before: two compounds, then new ones.
smiles,M4 ag,CHRM5 agonist,CHRM5 PAM,M5 antag,M1 PAM parental,M4 PAM,CHO-K1 Ca ag,M4 antag,CHO-K1 Ca antag
CCc1ccc2[nH]c(=O)c(CN(Cc3ccccc3)C(=O)Nc3ccccc3OC)cc2c1,2,0,1,-9,13,9,-0.1,2,-14
COc1ccccc1NC(=O)c1ccc(S(=O)(=O)N2CCC(C)CC2)cc1,3,-2,2,-13,0,-5,0.4,-9,-13
Cc1cccc(-n2c(SCCC(=O)O)nnc2-c2cccs2)c1C,1,-2,-2,-13,17,6,0.6,-4,-14
CCC(=O)Nc1cc(-c2nn(C)c(=O)c3ccccc23)ccc1OC,0,1,0,1,0,4,-0.3,4,-9
Cc1nc2ccc(NS(=O)(=O)c3ccccc3F)cc2s1,9,3,-10,12,-15,-4,7.7,10,-2
COc1cccc(C(=O)Oc2cc(C)[nH]c(=O)c2[N+](=O)[O-])c1OC,0,1,3,-3,27,-1,1.0,3,-8
CCCCn1c(N)c(N(CCC(C)C)C(=O)CCCc2nc3ccccc3s2)c(=O)[nH]c1=O,0,-4,-8,2,-29,-6,-0.5,1,6
CN(C)Cc1c(C(=O)N/N=C/c2ccccc2OCc2c(F)cccc2Cl)nnn1-c1nonc1N,7,-2,-3,8,24,-10,1.3,-17,16
Nc1nc2sc3c(c2cc1C(=O)NCC(=O)O)CCCC3,21,1,-10,18,19,-10,6.5,11,-7
c1cc(-c2nsc(-c3ccncc3)n2)ccn1,0,-1,-3,-5,22,1,0.2,4,-5
CCOC(=O)N1CCN(C(=S)NC(=O)c2c(-c3c(Cl)cccc3Cl)noc2C)CC1,0,2,2,-13,0,0,-0.8,-1,6
CCOc1ccc(NC(=O)CN(C)C(=O)c2c(-c3ccccc3Cl)noc2C)cc1OCC,11,1,-7,10,6,3,1.9,-4,-7
O=c1c2ccccc2nc(SCCN2CCCCC2)n1CCc1ccccc1,3,-10,-7,4,6,-7,0.8,-3,3
CCCc1cc(C(=O)Nc2cc(Br)ccc2O)no1,1,-3,-11,2,-5,-7,0.9,6,0
O=[n+]1c2c(n([O-])c3cc(F)c(F)cc31)CCCC2,1,-1,3,0,6,4,0.1,0,4
COc1ccc(CCNC(=O)C2CCN(C(=O)c3ccc(C(C)(C)C)cc3)CC2)cc1OC,3,9,9,-44,-15,-1,2.8,-1,1
CS(=O)(=O)N1CCc2cc(C(=O)Nc3ccc(COCC(F)(F)F)cc3)ccc21,10,-2,1,8,17,-2,6.8,-5,-6
CCC1CCc2c(sc(N)c2C(N)=O)C1 (stereo unspecified),2,1,0,2,22,2,0.8,5,-16
O=C(C=C1NCCN1)c1ccccc1,1,1,2,-13,-8,-1,0.2,6,0
CN(C)S(=O)(=O)c1cccc(NC(=O)COC(=O)/C=C/c2ccc(Br)o2)c1,8,0,7,0,16,-21,5.7,-1,-8
Cc1ccc(C2CC(=O)Nc3sc(C(N)=O)c(N)c32)cc1 (stereo unspecified),1,1,-3,7,4,5,0.5,12,-5
C=CC[C@H](CC(=O)N(CCO)Cc1ccccc1)C(=O)N[C@@H](COC(=O)[C@@H](CC=C)CC(=O)OC(C)(C)C)Cc1c[nH]c2ccccc12,16,0,-19,10,1,-10,3.0,2,-2

(cont.)
smiles,M4 ag,CHRM5 agonist,CHRM5 PAM,M5 antag,M1 PAM parental,M4 PAM,CHO-K1 Ca ag,M4 antag,CHO-K1 Ca antag
CC(=O)c1cc(NC(=O)c2ccccc2)c(=O)oc1/C=C/N(C)C,1,2,3,0,11,-2,4.5,6,9
CC(N=C1NC(C)(C)Cc2ccccc21)C(=O)O (stereo unspecified),0,0,2,7,4,-3,0.0,-4,-16
CCOC(=O)C1=C[C@@H](C(C)(C)C)N(S(=O)(=O)c2ccc(C)cc2)[C@H]1c1ccc(OC)cc1,0,0,-6,4,10,1,0.4,-9,5
Oc1ccccc1-c1nc2ccccc2nc1-c1ccccc1,0,-11,9,4,9,2,0.0,-6,-8
Cc1ccc(C2=N/C(=C\c3cccs3)C(=O)N2Nc2ccccc2)cc1,0,-5,-5,9,13,6,1.0,0,-11
NC(=O)c1ccsc1NC(=O)CSc1nncs1,0,3,6,-4,-3,2,1.8,0,13
Fc1ccccc1CNc1ccc(Cl)c(Cl)c1,-2,-2,-8,-4,10,-4,0.0,4,-22
c1ccc(Cc2nnc(-c3ccccc3)o2)cc1,0,4,-7,0,25,-5,1.1,22,-22
c1cc2c(cc1C1CCCCC1)c1c3n2CCCNC3CCC1 (stereo unspecified),23,9,6,9,0,17,0.6,20,6
Cc1ccccc1C(=O)NNC(=S)Nc1cccc(C(F)(F)F)c1,4,3,-11,6,1,-2,2.1,-1,1
CCCCN(CCCC)CCCNC(=O)CN1C(=O)COc2ccc(S(=O)(=O)N3CCC(C)CC3)cc21,0,-9,-3,15,4,-11,-0.4,13,-7
CCCC1=[N+](CC(C)=O)CCn2c(C)ccc21,0,-1,17,-3,-6,4,0.3,-14,-5
Cc1ccc(CNC(=O)COC(=O)CSc2ccc(Br)cc2C)cc1,0,-6,-6,2,-8,7,-0.1,-2,2
CC(C)c1cccc(C(C)C)c1NC(=O)COC(=O)C1CCC1,0,-4,13,-1,22,14,0.1,-8,-5
CCOC(=O)c1nn(-c2ccccc2)c(C)c1C(C)=O,1,0,-7,8,20,-2,0.1,8,-11
Cc1cccc(N(C)C(=O)C2CCCN2S(=O)(=O)c2cccc3nsnc23)c1 (stereo unspecified),0,3,2,-1,6,9,-0.1,29*,-13
CCN(C[C@H]1N[C@@](C)(C(=O)OC)[C@H]2C(=O)N(Cc3ccccc3)C(=O)[C@@H]12)C(=O)NC(C)C,16,1,6,-12,9,3,0.6,-17,-16
Cc1ccc(S(=O)(=O)N2CCN(C(=O)COC(=O)CCOc3ccccc3C)CC2)cc1,17,0,-17,7,-13,-9,11,-17,-11
O=C(Nc1ccc(Cl)cc1Cl)c1ccc2c(c1)OCCO2,2,2,1,-4,1,8,1.9,-21,-5
CCOC(=O)c1ccc(NC(=O)Cn2nnc(-c3ccc(C)cc3)n2)cc1,1,0,4,-4,7,11,0.2,-8,-3

Next results follow.
smiles,M4 ag,CHRM5 agonist,CHRM5 PAM,M5 antag,M1 PAM parental,M4 PAM,CHO-K1 Ca ag,M4 antag,CHO-K1 Ca antag
COc1ccc(CNCC(=O)Nc2ccccc2-n2cccc2)cc1,4,3,-2,0,12,1,2.9,-3,-7
Cc1ccc(S(=O)(=O)c2c(N)n(CCC(C)C)c3nc4ccccc4nc23)cc1,1,-2,-4,9,3,6,0.7,3,14
COc1ccc2[nH]c3c(c2c1)CCN1C(=O)C(CC(=O)NCCC2=CCCCC2)C[C@H](C(=O)N2CCCCC2)[C@@]31CCc1ccccc1 (stereo partly specified),1,1,1,4,29,13,0.7,-6,-9
CN(C)c1cc(NC(=O)CN2CCOCC2)c2ccccc2n1,1,1,-10,18,-4,1,0.1,-6,-14
S=C1NC[C@H](c2ccccc2)N1CC1CCCCC1,12,-4,-14,14,-16,1,0.1,1,-7
Cn1c(=O)c2c(nc(SCCN3CCOCC3)n2Cc2cccc3ccccc23)n(C)c1=O,2,-2,4,-7,22,2,1.8,3,-10
NS(=O)(=O)c1ccc(NC(=O)CCc2ccccc2)cc1,2,2,4,1,-5,5,0.0,-3,3
O=C(Cc1cccs1)N/N=C/C=C/c1ccccc1,0,0,-1,-3,-1,1,-0.1,2,-5
CC(=O)NC(=O)COC(=O)/C=C/c1c(C)nn(Cc2c(Cl)cccc2Cl)c1Cl,2,-5,-1,-2,15,16,0.8,-7,-15
CCN1C(=O)[C@H]2[C@H]3CN=C(SCc4ccccc4)N3[C@@](CC)(C(=O)OC)[C@H]2C1=O,1,1,-1,-4,9,3,0.6,-5,-5
COc1ccc(S(=O)(=O)Cc2ccc(C(=O)NCCc3ccc(S(N)(=O)=O)cc3)o2)cc1,5,0,-7,5,-3,-2,1.6,-16,3
NC(=O)c1oc2ccccc2c1NC(=O)Cc1ccccc1,9,4,-2,3,-2,-10,2.2,-1,16
COc1ccccc1N1CCN(CCC(=O)Nc2ccc3c(c2)OCO3)CC1,2,-13,10,-10,14,10,0.8,-8,-14
CC1CC1C(=O)Nc1cc(S(=O)(=O)N2CCOCC2)ccc1N1CCCC1 (stereo unspecified),1,4,6,3,17,3,0.4,-4,-12
